Screening data from PubChem BioAssay.
BRCA1 expr act: BRCA1 expression activation | MCF7-BRCA1-FFLuc reporter, luminescence, 48 h; response scale: scaled: vehicle 0%, 10 µM genistein 100% | Potency, µM (highest dose often 46.1 µM), inactives show at the highest dose activation, most hits filed as activators | AID 624202 | hit rate 1.1% among 380,000; active = well fitted activation curve with a large enough effect; inconclusive = small, poorly fitted or top-dose-only effect; inactive = no such curve, though single readings can be large or run the other way; also: nearly all actives have a fitted effect of over 80% in size; some results filed as inactive show a strong effect at the top dose
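First, MCF7-BRCA1-FFLuc cells (2000/well) attach for 2 h; next, compounds are pin-added and incubated 48 h at 37 °C; finally, luciferase reagent is added and luminescence read after 15 min.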
Numbers without * were called inactive; ? = inconclusive. Potency is read from the fitted curve at half-maximal effect.

SMILES	BRCA1 expr act
CCc1ccccc1NC(=O)CSc1nc2c(oc3ccccc32)c(=O)n1-c1ccccc1	-37.1%
O=C1C(CCc2ccccc2)ON=C(c2cnccn2)N1Cc1ccc(F)cc1 (configuration not stated)	4.2%
O=C(NCCNC(=O)c1ccc(Cl)cc1Cl)c1ccc(Cl)cc1Cl	10.7%
Cc1ccc(CSCCNC(=O)CN(c2cccc(C)c2C)S(=O)(=O)c2ccccc2)cc1	-15.9%
CC(C)c1ccc(CC(=O)N2CCC2(C)C(=O)NS(=O)(=O)c2cccc(OC(F)F)c2)cc1 (configuration not stated)	4.0%
CC1(C(=O)Nc2ccccc2Br)CCN1C(=O)Cc1ccc(Cl)cc1Cl (configuration not stated)	-11.0%
COc1ccc(CC(N)c2csc(NC(=O)c3ccccc3)n2)cc1 (configuration not stated)	-25.3%
O=C(Nc1cccc(F)c1)c1oc2ccccc2c1NC(=O)C12CC3CC(CC(C3)C1)C2	15.2%
CC(C)N1CCC1(C)C(=O)Nc1ccc(-n2cccc2)cc1 (configuration not stated)	15.8%
Cc1ccc2ncnc(NCc3ccco3)c2c1	-30.3%
CCCCCn1c(=O)[nH]c2cc(C(=O)N3CCN(c4ccc(OC)cc4)CC3)ccc2c1=O	5.4%
COc1ccc(NC(=O)CN2C(=O)CC(c3ccco3)Sc3ccccc32)cc1OC (configuration not stated)	10.3%
COc1ccc(NC(=O)CSC2=Nc3ccccc3N=C(c3ccc(F)cc3)C2)cc1OC	9.2%
O=CNc1cc(-c2ccc(C(=O)NC3CC3)cc2)cn2c(-c3ccc(F)c(Cl)c3)cnc12	-13.0%
COc1ccc(CCn2cc3c(c2-c2ccccc2Br)c(=O)n(C)c(=O)n3C)cc1OC	-0.2%
Cc1c(C(=O)NCCC#N)sc(=O)n1Cc1ccccc1F	6.6%
CS(=O)c1ccc(/C=C2\C=Cc3ccccc32)cc1 (configuration not stated)	?
O=S(=O)(Nc1ccc(C(F)(F)F)cc1)c1ccc2c(c1)OCCO2	-7.0%
CCNC(=O)C1(C)CCCN(C(=O)c2sc(-c3ccccc3)nc2C)C1 (configuration not stated)	18.2%
CCOc1ccc(NC(=O)Cc2ccc(NC(=O)N3CCCCc4ccccc43)cc2)cc1	0.0%
CCCCNC(=O)C1(C)CCN1C(=O)c1cccnc1Oc1ccccc1 (configuration not stated)	7.9%
Cc1noc(C)c1-c1ccc(C(=O)NCc2cccc(Cl)c2)c2occc12	-31.4%
Cc1ccc(CNCc2ccccc2)s1	12.1%
COc1ccc(N2CC(NC(=O)c3ccc4c(c3)OCO4)CC2=O)cc1OC (configuration not stated)	-7.1%
CC1(C(=O)NS(=O)(=O)Cc2cccc(Cl)c2)CCN1C(=O)CCc1cccs1 (configuration not stated)	8.6%
(further entries)
SMILES	BRCA1 expr act
FC(F)(F)c1cc(-c2cccc(Br)c2)nc2ncnn12	7.9%
CCCCNC(=O)Cn1nnc(-c2ccccc2)c1COc1ccc(C(C)=O)cc1	-15.6%
Cc1[nH]c2ccccc2c1/C=C/c1c(C)[nH]c2ccccc12	-69.3%
Cc1ccc(C)c(CC(=O)N2CCCC(c3cc(C(=O)Nc4ccc5c(c4)OCO5)no3)C2)c1 (configuration not stated)	-42.7%
OCc1cccc(-c2csc(C(O)c3ccco3)n2)c1 (configuration not stated)	60.1%
CC(C)Nc1ncnc2c1ncn2[C@H]1CN(Cc2ccc(F)cc2)C[C@@H](CO)O1	6.4%
COc1cc2nc(N3CCCN(C)CC3)nc(NC3CCNCC3)c2cc1OC	0.0%
Cc1cccc(C)c1-n1nnnc1C1(C)CCC(=O)N1CC(F)(F)F (configuration not stated)	-5.7%
CCc1ccc(C(O)c2ncc(-c3ccccc3OC)[nH]2)cc1 (configuration not stated)	-14.5%
Cc1cccc(OCCSc2nc3ccc(NC(=O)COc4ccccc4C)cc3s2)c1	2.8%
O=C(CNC(=O)c1ccccc1)NCC(=O)OCC(=O)c1cccc2ccccc12	13.2%
Cc1c(Cl)cccc1NC(=O)c1cc2sccc2n1Cc1ccc(F)cc1	-18.4%
CCCCc1c(-c2ccccc2OC)ncn1Cc1ccc(Cl)cc1	-33.5%
CC1(C(=O)NS(=O)(=O)c2ccc(Cl)s2)CCN1C(=O)C1(c2ccc(Cl)cc2)CC1 (configuration not stated)	-7.8%
CC(C)C[C@@H](CN1CCC[C@@H]1CN1C(=S)NC[C@@H]1Cc1ccc(O)cc1)N1C[C@H](Cc2ccc(O)cc2)N(CCc2ccccc2)C1=S	-68.0%
CC(C)(C)CNC(=O)C1(C)CCN1C(=O)Cc1ccc(C(C)(C)C)cc1 (configuration not stated)	6.9%
O=c1c(NCc2cccs2)nccn1-c1ccccc1	?
Nc1[nH]c(=O)nc2c1ncn2C1OC(CO)C(O)C1O (configuration not stated)	12.4%
COc1cc2[nH]c(=O)n(Cc3ccc(C(=O)N4CCN(c5ccc(Cl)cc5)CC4)cc3)c(=O)c2cc1OC	10.0%
COC(=O)c1ccc2nc(-c3ccco3)c(Cc3ccccc3C(F)(F)F)n2c1	-18.0%
CCOC(=O)C1(C)CCN1C(=O)c1cc(C)oc1C (configuration not stated)	-2.5%
CC(NS(=O)(=O)c1ccc2c(c1)CCN2C(=O)CCCC(=O)O)c1ccccc1 (configuration not stated)	-0.7%
O=C(O)c1cc(NC2(c3ccccc3)C(=O)c3ccccc3C2=O)ccc1Cl	-0.4%
Cc1cc(Cl)ccc1C(O)c1ncc(-c2ccccc2Cl)[nH]1 (configuration not stated)	-11.9%
CC1(C(=O)NS(=O)(=O)c2ccc3c(c2)CCO3)CCN1C(=O)C1(c2ccc(Cl)cc2)CCC1 (configuration not stated)	4.7%
Next part
SMILES	BRCA1 expr act
OC[C@@H]1CN(Cc2cccs2)C[C@H](n2cnc3c(NCc4ccncc4)ncnc32)O1	6.3%
O=C(CCCn1c(=O)[nH]c2ccsc2c1=O)N1CCN(c2ccc(Cl)cc2)CC1	-4.9%
CCOC(=O)[C@]12CCC=C1N(CCC1=CCCCC1)C(=O)[C@H](CC(=O)N1CCN(C(=O)C3CC3)CC1)C2	-0.4%
Cc1c(Cl)cccc1NC(=O)CCS(=O)(=O)c1cccc2nsnc12	5.1%
O=C(Cn1cc(COc2ccc(-n3cccc3)cc2)nn1)NS(=O)(=O)c1ccccc1C(F)(F)F	27.5%
CC(O)(c1ccc(F)c(F)c1)c1nc(-c2ccc3ccccc3c2)cs1 (configuration not stated)	17.0%
CC(=O)c1cccc(-c2ccnc3c2CC(C(=O)Nc2cccc(NS(C)(=O)=O)c2)O3)c1 (configuration not stated)	-25.9%
Cc1ccc(N(CC(=O)N2CCN(c3cc(Cl)ccc3C)CC2)S(=O)(=O)c2c(C)noc2C)cc1	-40.2%
COc1ccc(N2CC(NC(=O)/C=C\c3ccc4c(c3)OCO4)CC2=O)cc1OC (configuration not stated)	10.9%
CCCOc1ccc(F)cc1-c1cc(C(=O)NCc2ccco2)[nH]n1	-12.4%
CCc1nc2ccc(C(=O)Nc3cccc(NS(C)(=O)=O)c3)cn2c1N(C)CCCc1ccccc1	-30.9%
C=C1C(=O)[C@]23C[C@H]1CCC2[C@@]1(C)C(C[C@@H]3O)[C@](C)(C(=O)OC)CC[C@@H]1OC(C)=O (some centres not stated)	-75.4%
CN(Cc1ccccc1)C(=O)c1ccc(Nc2nc(C(N)Cc3ccccc3)cs2)nc1 (configuration not stated)	-22.1%
O=C1c2cccnc2C(=O)N1c1nc(-c2ccccc2)cs1	2.1%
CCN1C(=O)c2ccccc2S(=O)(=O)c2ccc(C(=O)NCc3ccc(C)cc3)cc21	0.0%
Cc1cccc(OCCSc2nc3ccc(NC(=O)COc4ccccc4F)cc3s2)c1	-0.3%
CCN(C(=O)c1cn(CC(C)C)c(=O)c2cc(OC)c(OC)cc12)c1cc(OC)ccc1OC	-22.1%
COc1cc2c(cc1OC)C(COc1ccccc1OC)N(C(=O)c1ccc(S(=O)(=O)N3CCCC3)cc1)CC2 (configuration not stated)	-21.2%
Cc1ccccc1NC(=O)CSc1nc2ccc(NC(=O)CCc3ccccc3)cc2s1	0.0%
COc1ccc(C(=O)NC2(C(F)(F)F)C(=O)NC(C)=C2C#N)cc1 (configuration not stated)	8.4%
Cc1cc(Cl)ccc1C(O)c1ncc(-c2ccc3ccccc3c2)[nH]1 (configuration not stated)	11.4%
CCOC(=O)c1c(C)[nH]c(C)c1S(=O)(=O)N1CCC(C(=O)NCc2ccccc2)CC1	17.5%
CCCCCCCCCCCCCC(=O)Nc1ccc(/C=C/c2ccnc3ccccc23)cc1	1.7%
S=C1NCc2cncnc2N1	17.4%
CC1(C(=O)NS(=O)(=O)c2ccc(Br)cc2)CCN1C(=O)Cc1ccsc1 (configuration not stated)	-2.1%

Two of the compounds above, bar-delimited.
Structure | BRCA1 expr act
O=C(Cn1cc(COc2ccc(-n3cccc3)cc2)nn1)NS(=O)(=O)c1ccccc1C(F)(F)F | 27.5%
CCc1nc2ccc(C(=O)Nc3cccc(NS(C)(=O)=O)c3)cn2c1N(C)CCCc1ccccc1 | -30.9%

Among those listed so far, 6 have a CF3 group.
SMILES	BRCA1 expr act
O=S(=O)(Nc1ccc(C(F)(F)F)cc1)c1ccc2c(c1)OCCO2	-7.0%
FC(F)(F)c1cc(-c2cccc(Br)c2)nc2ncnn12	7.9%
Cc1cccc(C)c1-n1nnnc1C1(C)CCC(=O)N1CC(F)(F)F (configuration not stated)	-5.7%
COC(=O)c1ccc2nc(-c3ccco3)c(Cc3ccccc3C(F)(F)F)n2c1	-18.0%
O=C(Cn1cc(COc2ccc(-n3cccc3)cc2)nn1)NS(=O)(=O)c1ccccc1C(F)(F)F	27.5%
COc1ccc(C(=O)NC2(C(F)(F)F)C(=O)NC(C)=C2C#N)cc1 (configuration not stated)	8.4%

(listing goes on)
SMILES	BRCA1 expr act
Clc1ccc(-c2cc3ncc4c(n3n2)-c2ccccc2OC4)cc1	56.3%
Cc1ccc(N2CCN(C(=O)c3ccc4c(Cl)c5c(nc4c3)CCCC5)CC2)c(C)c1	-0.1%
CCCCn1c(CNC(=O)C23CC4CC(CC(C4)C2)C3)nnc1SCC(=O)Nc1ccc(C)cc1	-13.4%
CN(CCC#N)c1ccc(C=O)cc1	1.3%
CC(C)(C)C(=O)CSc1n[nH]c(-c2ccccc2)n1	7.94µM*
CCCN1CNc2c(c(=O)[nH]c(=S)n2CCc2c(OC)cccc2OC)C1	29.3%
COc1ccc(CNC(=O)/C=C/[C@H]2O[C@@H](n3cc(C)c(=O)[nH]c3=O)C[C@@H]2O)cc1	12.8%
Cc1ccc(C)c(C(O)c2ncc(-c3cccc(C(F)(F)F)c3)[nH]2)c1 (configuration not stated)	-10.3%
CC(=O)c1cccc(-c2ccnc3c2CC(C(=O)Nc2cccc(C(F)(F)F)c2)O3)c1 (configuration not stated)	-27.0%
CC(C)CNC(=O)C1(C)CCCN1C(=O)c1cccnc1 (configuration not stated)	7.8%
COc1ccc(C(C)(O)c2nc(-c3ccc(Cl)cc3)cs2)cc1 (configuration not stated)	0.0%
CCN(CC)CCC12CC(C)OC1=Nc1ccccc1NC2=O (configuration not stated)	-6.9%
COc1ccc(-c2cc(C(F)(F)F)nc(NCc3ccccc3)n2)cc1OC	-2.6%
O=C(Nc1c(-c2ccc3c(c2)OCO3)[nH][nH]c1=O)c1ccccc1	4.8%
CCCCNc1c(-c2cccc(OC)c2)nc2nc(C)cc(C)n12	2.1%
Cc1cc(N2CCN(c3cccc(C)c3C)CC2)n2nc(C)c(-c3ccc(Cl)cc3)c2n1	1.1%
COc1ccc(Nc2ncc(C(=O)Nc3cccc(Cl)c3)c3ccccc23)cc1	-42.9%
COCCNC(=O)C1(C)CCCN(CCOc2ccc(Cl)cc2)C1 (configuration not stated)	0.8%
CCC(=O)N1CCCC(C)(C(=O)Nc2nccc3ccccc23)C1 (configuration not stated)	0.0%
COc1ccccc1NC(=O)Nc1nnc([C@H]2C[C@H](O)[C@@H](CO)O2)s1	5.2%
CC1=C(C(=O)Nc2ccccc2)C(c2cccnc2)n2nc(SCc3ccccc3Cl)nc2N1 (configuration not stated)	-5.7%
OCCN1CCN(c2ncnc3c2ncn3[C@H]2CN(Cc3ccco3)C[C@@H](CO)O2)CC1	30.2%
COCCN1C[C@@H](CO)O[C@@H](n2cnc3c(N(C)C)ncnc32)C1	16.3%
CCCCC[C@H](C)N1C[C@@H](COCc2ccccc2)Oc2cc(N3CC[C@H](N(C)C)C3)ccc2S1(=O)=O	-9.5%
COCCNC(=O)C1(C)Cc2c(-c3cccc(NC(C)=O)c3)ccnc2O1 (configuration not stated)	-20.2%
Following part
SMILES	BRCA1 expr act
Cc1cccc(-c2nc(SCCCOc3cc(C)c(Cl)c(C)c3)n3[nH]c(=O)cc3n2)c1	0.0%
COCc1cccc(-c2csc(C(O)c3ccc(F)cc3)n2)c1 (configuration not stated)	62.2%
CC(C)NC(=O)N(C)C[C@H]1OCCCC[C@@H](C)Oc2ccc(N(C)C)cc2C(=O)N([C@H](C)CO)C[C@@H]1C	-78.1%
O=C(COc1ccccc1F)OCc1cc(=O)n2nc(C3CCCCC3)sc2n1	8.8%
COc1cccc(CNC(=O)c2ccc3c(c2)nnn3C2CCCC2)c1	-12.1%
COc1ccc(NC(=O)c2cc(C3CCCCN3S(=O)(=O)c3cccs3)on2)c(C)c1 (configuration not stated)	-17.7%
OC[C@@H]1CN(Cc2ccc(Cl)cc2)C[C@H](n2cnc3c(N4CCOCC4)ncnc32)O1	1.8%
Cc1ccc2nc(C3CCCCC3)c(CC(C)(C)C)n2c1	6.5%
Cc1cccc(Cn2c(=O)n(CCCCC(=O)NCc3ccc4c(c3)OCO4)c(=O)c3ccccc32)c1	9.0%
CC1(C)OC(=O)C2=C(C[C@@H](C3CC3)O[C@@H]2C2CC2)O1	2.4%

Filtered by structure: the entries above with bromine.
SMILES	BRCA1 expr act
CC1(C(=O)Nc2ccccc2Br)CCN1C(=O)Cc1ccc(Cl)cc1Cl (configuration not stated)	-11.0%
COc1ccc(CCn2cc3c(c2-c2ccccc2Br)c(=O)n(C)c(=O)n3C)cc1OC	-0.2%
FC(F)(F)c1cc(-c2cccc(Br)c2)nc2ncnn12	7.9%
CC1(C(=O)NS(=O)(=O)c2ccc(Br)cc2)CCN1C(=O)Cc1ccsc1 (configuration not stated)	-2.1%

An excerpt (hit frequency here may not be typical).
